Source: PubChem (National Center for Advancing Translational Sciences (NCATS))
RECQ1 helicase – qHTS Assay for Inhibitors of RecQ-Like Dna Helicase 1 (RECQ1); ATP-dependent DNA helicase Q1 (Homo sapiens), P46063; RECQ1 DNA unwinding, red fluorescence kinetic read; Potency, µM (doses to about 57.3 µM), for inactives: at the highest dose activity, negative = inhibition, usual class: inhibitors; 240,000 compounds, 0.54% hits;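 also: plate controls were vehicle for no effect and no enzyme for full effect; nearly all actives have a fitted effect of over 30% in size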
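RECQ1T1 50 nM; forked duplex (20 bp + 30-nt ss tails) 200 nM, ATP 2 mM final; pH 8.0, 2 mM MgCl2, 2.5 ug/ml poly(dI-dC); 15 min compound preincubation; discontinuous kinetic read over 2 h at RT.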
L3MBTL1 inh – qHTS Assay for the Inhibitors of L3MBTL1; 230,000 compounds, 0.66% hits; Potency, µM (highest dose often 57.1 µM), inactives show at the highest dose activity, negative = inhibition, most hits filed as inhibitors; AlphaScreen L3MBTL1–H3K9me1 peptide binding; also: % is scaled to controls: 0 for no effect and ±100 for the full control effect; nearly all actives have a fitted effect of over 60% in size
Target sequence (Q9Y468 whole entry, looked up): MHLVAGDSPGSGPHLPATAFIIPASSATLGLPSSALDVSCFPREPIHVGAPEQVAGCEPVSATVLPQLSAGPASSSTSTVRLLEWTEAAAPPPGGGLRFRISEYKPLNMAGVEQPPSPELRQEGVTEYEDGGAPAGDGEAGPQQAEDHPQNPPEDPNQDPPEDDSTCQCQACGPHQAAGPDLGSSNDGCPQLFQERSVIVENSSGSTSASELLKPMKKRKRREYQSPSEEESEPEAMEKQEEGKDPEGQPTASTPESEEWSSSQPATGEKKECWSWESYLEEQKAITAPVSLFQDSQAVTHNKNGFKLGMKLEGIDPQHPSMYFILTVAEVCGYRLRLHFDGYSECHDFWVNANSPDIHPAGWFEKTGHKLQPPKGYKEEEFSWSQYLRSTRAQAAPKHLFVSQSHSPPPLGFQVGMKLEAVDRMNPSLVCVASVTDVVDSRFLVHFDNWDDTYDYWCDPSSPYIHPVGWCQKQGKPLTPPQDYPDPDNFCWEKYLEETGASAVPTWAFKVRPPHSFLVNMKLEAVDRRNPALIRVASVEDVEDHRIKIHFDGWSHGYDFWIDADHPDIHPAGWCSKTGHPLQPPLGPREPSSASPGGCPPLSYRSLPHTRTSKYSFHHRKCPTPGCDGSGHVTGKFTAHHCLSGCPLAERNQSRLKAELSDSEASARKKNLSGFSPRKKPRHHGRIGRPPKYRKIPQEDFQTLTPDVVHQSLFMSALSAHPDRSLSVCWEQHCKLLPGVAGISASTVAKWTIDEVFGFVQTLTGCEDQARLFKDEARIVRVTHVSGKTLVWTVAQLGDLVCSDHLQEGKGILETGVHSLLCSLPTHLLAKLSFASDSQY
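Read-out is AlphaScreen signal from streptavidin donor and nickel chelate acceptor beads (10 ug/mL final each) bridging L3MBTL1 (50 nM) and biotinylated K9-monomethylated H3(1-15) peptide (75 nM), after 30 min compound exposure at room temperature.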
Tau fibril ThT – qHTS for Inhibitors of Tau Fibril Formation, Thioflavin T Binding | Microtubule-associated protein tau (Homo sapiens), P10636 | recombinant tau K18 P301L, heparin-induced fibrillization, ThT fluorescence | Potency, µM (series often up to 57.4 µM), inactives show at the highest dose activity, negative = inhibition, most hits filed as inhibitors | 270,000 compounds, 2.1% hits | AID 1460, 2008; also: % is scaled to controls: 0 for no effect and ±100 for the full control effect; nearly all actives have a fitted effect of over 55% in size
Target sequence (P10636 561-689 P618L limits assumed): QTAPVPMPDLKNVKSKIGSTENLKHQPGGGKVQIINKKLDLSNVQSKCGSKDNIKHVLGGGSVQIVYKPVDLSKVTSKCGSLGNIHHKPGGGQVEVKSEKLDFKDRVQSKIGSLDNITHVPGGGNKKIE
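Tau K18 P301L fragment (15 uM unlabeled plus 0.24 uM Alexa 594-labeled) in 100 mM sodium acetate pH 7 with compound, fibrillization induced by 20 uM heparin for 6 hr at 37 C. Thioflavin T (30 uM) added, fluorescence read after 1 hr (ex 450, em 510 nm).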
TR SRC2 fluor cs – Total Fluorescence Counterscreen for Inhibitors of the Interaction of Thyroid Hormone Receptor and Steroid Receptor Coregulator 2. TRb/SRC2 Texas Red total fluorescence interference. 280,000 compounds, 0.29% hits. AID 1479, 2009. Potency, µM (titrated, usually from 106 µM), inactives show at the highest dose fluorescence change, negative = quenching; active = well fitted curve in either direction with a large enough effect; inconclusive = small, poorly fitted or top-dose-only effect; also: % is scaled to controls: 0 for no effect and ±100 for the full control effect
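Human TRβ ligand-binding domain (0.6 uM) and Texas Red SRC2 peptide (20 nM) in Tris buffer with 1 uM T3 and 5% DMSO were incubated with pinned compound for 5 hr at ambient temperature. Total fluorescence was computed as S + 2P (555/632 nm).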
Tau fibril FP – qHTS for Inhibitors of Tau Fibril Formation, Fluorescence Polarization; K18 P301L tau heparin fibrillization, Alexa594 FP, 6 h; Potency, µM (series often up to 57.7 µM), inactives show at the highest dose activity, negative = inhibition, usual class: inhibitors; 280,000 compounds, 0.39% hits; Microtubule-associated protein tau (Homo sapiens), P10636; AID 1468, 2008; also: % is scaled to controls: 0 for no effect and ±100 for the full control effect; nearly all actives have a fitted effect of over 55% in size
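FP of Alexa 594-tau after heparin (20 uM) induction. Substrate: human K18 P301L, 15 uM unlabeled, 0.24 uM labeled. Buffer 100 mM sodium acetate pH 7. 6 hr, 37 C.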
TRb-SRC2 inh – qHTS for Inhibitors of the Interaction of Thyroid Hormone Receptor and Steroid Receptor Coregulator 2; 280,000 compounds, 0.065% hits; Potency, µM (highest dose often 106 µM), for the others: at the highest dose activity change, negative = inhibition, hits mostly inhibitors; TRbeta-SRC2 peptide binding, fluorescence polarization; receptor liganded with 1 µM T3;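 also: plate controls were bound peptide for no effect and peptide without receptor for full effect; nearly all actives have a fitted effect of over 50% in size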
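Human TRb ligand-binding domain (0.6 uM) is mixed with 20 nM Texas Red SRC2 peptide and 1 uM T3; after compound addition and 5 hr at ambient temperature, polarization is measured and normalized to unbound and bound controls.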
HTT ATP protect – qHTS Multiplex Assay to Identify Dual Action Probes in a Cell Model of Huntington: Cytoprotection (ATP). PC12 HTT-Q103 induced, cytoprotection, ATP luminescence, 40 h. Potency, µM (highest dose often 56.4 µM), inactives show cytoprotection (ATP increase), most hits filed as activators. 230,000 compounds, 0.14% hits. AID 1471, 2008;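 also: % of control where 0% means no effect; nearly all actives have a fitted effect of over 45% in size; toxic huntingtin expression switched on by the ecdysone agonist tebufenozide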
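Rat PC12, Q103 Htt exon1-GFP fusion, ecdysone promoter; tebufenozide inducer 100 nM final; compound titration; qHTS, 1500 cells/well; ATPlite luminescent read.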
Tau fluor counter – Counterscreen qHTS for Inhibitors of Tau Fibril Formation, Fluorescence Polarization; tau K18 P301L (four-repeat tau fragment) Alexa594 fluorescence, heparin fibrillization; Potency, µM (series often up to 57.7 µM), for the others: at the highest dose activity change, negative = decrease; 280,000 compounds, 0.93% hits; AID 1463, 2008; also: % is scaled to controls: 0 for no effect and ±100 for the full control effect; nearly all actives have a fitted effect of over 55% in size
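Human K18 P301L tau (15 uM unlabeled plus 0.24 uM Alexa 594-labeled, final) in 100 mM sodium acetate pH 7 was mixed with compound and 20 uM heparin and incubated 6 hr at 37 C.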
An asterisk follows results filed as active; i = inactive; ? = inconclusive; / = no result given; & = joins results of further samples; [ ] = another dose, or the depositor's remark. Unless noted, calls follow the shape of the dose curve; as a rule, active = well fitted curve in the direction sought with a large enough effect; inconclusive = small, poorly fitted or top-dose-only effect, or another doubt; inactive = no such curve, though single readings can be large; an effect the other way counts as inactive or inconclusive. Potency is read from the fitted curve at half-maximal effect. The list is partial; count on the stated rates, not on these rows.

Below each SMILES: RECQ1 helicase	L3MBTL1 inh	Tau fibril ThT	TR SRC2 fluor cs	Tau fibril FP	TRb-SRC2 inh	HTT ATP protect	Tau fluor counter
> CCN(CC)S(=O)(=O)c1cc(C(=O)Oc2ccccc2OC)ccc1OC
  -3%	0%	-9%	-2%	-7%	-1%	0%	-22%
> CN(C)c1ccc(C2C=C(c3ccc(Cl)cc3OC(F)F)Nc3ncnn32)cc1 (configuration not stated)
  -4%	-14%	-15%	-3%	?	2%	-15%[10 µM]	?
> COc1c(/C=N/NC(=O)c2ccncc2)c(CCN(C)C(C)=O)cc2c1OCO2
  i	-2%	-8%	-4%	4%	2%	21%[10 µM]	-9%
> Cn1c(N)c(C(=O)COC(=O)[C@@H]2CCCN2S(=O)(=O)c2ccc(Cl)cc2)c(=O)n(C)c1=O
  -3%	/	-6%	-6%	-11%	-6%	-4%	-19%
> C/C(Cn1cnc([N+](=O)[O-])n1)=N\NC(=O)c1ccccc1O
  -7%	4%	-16%	0%	-1%	0%	-9%[10 µM]	-6%
> CCOc1ccc(NC(=O)C2CCCN(c3cnccn3)C2)cc1 (configuration not stated)
  /	/	-5%	0%	-3%	2%	/	-6%
> Cc1ccc(NC(=O)Nc2ccc(F)cc2)nc1
  -8%	-4%	0%	-3%	2%	2%	21%	-7%
> Cc1ccc2nc3c(cc(C#N)c(=O)n3-c3nnc(SCc4ccc(F)cc4)s3)c(=O)n2c1
  /	/	10%	-1%	-9%	3%	/	-30%
> CCOc1ccc([N+](=O)[O-])c(N)c1
  -17%	-2%	?	0%	-7%	-5%	/	-11%
> COc1ccc(-c2nc3ccc([N+](=O)[O-])cc3[nH]2)cc1
  1%	-5%	11µM*	-1%	-3%	6%	2%[0.074 µM]	?
> O=C(Cn1cc(S(=O)(=O)N2CCCC2)c(S(=O)(=O)N2CCCC2)c1)Nc1ccc(F)cc1
  /	/	-1%	-5%	-9%	4%	/	-2%
> OC(c1ccccn1)c1c[nH]c2ccccc12 (configuration not stated)
  8%	-3%	?	1%	3%	2%	-14%[0.074 µM]	-18%
> Cc1ccc2oc3c(c(=O)c2c1)C(c1ccc(F)cc1)N(CCCN1CCOCC1)C3=O (configuration not stated)
  -5%	/	-20%	-3%	-1%	-11%	-32%	-11%
> CCn1c(C)c(P(c2ccccc2)c2ccccc2)[n+]2ccccc12
  -10%	-4%	-2%	0%	6%	5%	-15%[10 µM]	0%
> C=CCN1C(=O)CSC1=Nc1ccc(O)cc1
  -4%	/	-6%	-1%	1%	-11%	-8%	-5%
> O=C(Nc1cc(=O)[nH]c2ncnn12)c1ccco1
  -3%	-15%	9%	-4%	0%	-6%	-8%[10 µM]	5%
> COCCOc1ccc(C(F)(F)F)cc1NC(=O)c1ccc(F)cc1
  12%	-14%	3%	-1%	7%	-3%	31%[10 µM]	-2%
> NC1=NC2(CCCCC2)n2c(nc3ccccc32)N1
  -6%	/	13%	3%	8%	-26%	22%	17%
> O=C(O)c1ccc(NS(=O)(=O)c2ccc3nnn(O)c3c2)cc1
  -11%	/	-13%	-3%	1%	-21%	13%	-5%
> CN(C)S(=O)(=O)Nc1ccc2c(c1)Cc1ccccc1-2
  -3%	/	-16%	-3%	-1%	-3%	6%	?
> O=C(Nc1ccccc1F)c1ccn[nH]1
  -8%	/	-4%	-2%	-9%	0%	-28%	-6%
> Cc1ccc(-c2cc(C(F)(F)F)n3ncc(C(=O)N4CCCCC4c4cccnc4)c3n2)cc1 (configuration not stated)
  -16%	/	-13%	-1%	5%	-7%	-5%	-11%
> O=C(/C=C/c1cc([N+](=O)[O-])ccc1OC(F)F)NCc1ccc(F)cc1
  -1%	/	-9%	-6%	10%	4%	-27%	?
> CC(C)=CC(=O)Nc1ccc(Cl)cc1
  i	12%	-11%	0%	-5%	0%	-31%[inhibitor]	-12%
> CC(C)N(C(=O)Cn1c(-c2ccccc2Cl)nc2ccccc21)c1ccccc1
  3%	-7%	-11%	-4%	-2%	1%	-22%[10 µM]	-7%
> Cc1ccc(C(=O)Nc2cccc(-c3cnc4ccccc4n3)c2)cc1
  20%	-4%	-9%	-1%	-13%	-5%	-22%	-21%
> COc1ccc(NC(=O)Nc2ccc(F)c(F)c2)c(OC)c1
  -5%	-2%	?	-3%	?	0%	-32%[inhibitor]	?
> Cc1nn(Cc2c(Cl)cccc2Cl)c(C)c1N
  -7%	-1%	-8%	3%	3%	3%	8%[10 µM]	-2%
> CSc1ccccc1Sc1cc(C(=O)O)c2ccccc2n1
  3%	-10%	-6%	4%	4%	-1%	2%[10 µM]	1%
> Nc1nc(Cl)nc(N(c2ccccc2)c2ccccc2)n1
  -2%	0%	-10%	-19%	-11%	7%	10%[10 µM]	-9%
> COc1ccc(N2C(=O)/C(=C\c3ccco3)N=C2SCC(=O)NC(C)(C)C)cc1Cl
  -6%	-25%	?	?	-8%	-8%	-20%[1.9 µM]	-23%
> Cn1c(C(=O)O)ccc1S(=O)(=O)N(Cc1ccccc1)Cc1ccccc1
  i	3%	4%	-1%	3%	-2%	-4%[10 µM]	10%
> COc1ccc(/C=C/C(=O)Nc2ccc(N3CCOCC3)cc2)cc1
  -6%	-1%	4µM*	-1%	4%	-1%	/	?
> CC(=O)Nc1ccccc1NC(=O)c1cccc2ccccc12
  -8%	-1%	6%	0%	3%	3%	16%[0.074 µM]	6%
> CC(=O)N[C@@H](CSC/C=C(\C)CC/C=C(\C)CC/C=C(\C)CCC=C(C)C)C(=O)O
  2%&-9%&6%	/	?	-2%&0%&0%	2%&-9%&2%	1%&-3%&-5%	-33%&-41%&-38%[inhibitor]	?
> Cc1c(/C=C2\SC(=O)N(CC(=O)Nc3ccc4c(c3)OCO4)C2=O)c2ccccc2n1C
  -3%	-5%	-4%	5%	4%	6%	-34%	?
> CC1=CC(=C(C#N)C#N)C=C(C)N1CCN1CCN(C(=O)Nc2ccc(Cl)c(Cl)c2)CC1
  ?	-6%	-1%	-1%	?	-2%	0%[10 µM]	-15%
> CCOc1ccc(Cc2nnc(SCC(N)=O)n2C)cc1
  -12%	/	-1%	3%	-6%	-3%	11%	-2%
> CCOc1ccccc1CNC(=O)c1ccc(-c2nc(CSc3ccc(C)cc3)c(C)o2)cc1
  /	/	-7%	-3%	3%	-4%	/	-11%
> Cc1cccc(C)c1OCCCN1CCCC1
  i	/	-7%	1%	-4%	0%	4%	-9%
> CCOc1ccc2nc(NC(=O)c3c([N+](=O)[O-])cnn3CC)sc2c1
  -4%	4%	-10%	-4%	7%	8%	/	-10%
> CCOc1ncccc1C(=O)Nc1ccc(-c2cn3ccsc3n2)cc1
  i	0%	?	-2%	?	-12%	-14%[0.074 µM]	-16%
> CCNC(=O)CC1C(=O)N(CC)C(=S)N1NC(=O)c1cccnc1 (configuration not stated)
  -3%	/	-4%	-2%	-2%	-2%	-19%	-3%
> COc1cc(OC)c(NC(=O)C(NS(=O)(=O)c2cccc3nsnc23)c2ccccc2)cc1Cl (configuration not stated)
  /	/	-12%	-3%	-13%	4%	/	?
> O=C(CNC(=O)c1ccc(Cl)cc1Cl)OCC(=O)c1ccc2c(c1)OCCO2
  -7%	/	?	-1%	-3%	-2%	5%	-17%
> Cc1ccc(OCc2nnc(SCC(=O)NC3CCCCC3)n2C)cc1
  -5%	/	-10%	-2%	-4%	0%	1%	-16%
> CCC(C(=O)Nc1ncccn1)(C(F)(F)F)C(F)(F)F
  -7%	-11%	6%	1%	-1%	-3%	-14%[0.074 µM]	7%
> C1=C(N2CCOCC2)/C(=C/c2nc3ccccc3[nH]2)CC1
  2%	25µM*	?	-1%	-13%	-9%	-5%	-17%
> COc1ccc2c(c1)CCc1sc(NC(=O)c3ccco3)nc1-2
  -11%	/	13µM*	-7%	-6%	0%	-23%	14µM*[quencher]
> CCOc1cccc2cc(C(=O)Nc3cc(C)on3)c(=O)oc12
  -6%	/	1%	-1%	7%	-6%	5%	8%
> CCc1ccc(C(=O)CN2C(=O)C(C)N(c3ccc(C)cc3)C2=O)cc1 (configuration not stated)
  i	7%	13%	0%	2%	5%	10%[10 µM]	13%
> O=C(O)CSCC(=O)Nc1cccc(C(F)(F)F)c1
  i	/	2%	-5%	13%	-2%	8%	3%
> O=C(Nc1cccc(-c2cnc3ccccc3n2)c1)c1ccc(Cl)cc1
  i	7%	-12%	-2%	0%	-9%	-22%	-13%
